BaF3 tox: reduces parental Ba/F3 cell viability, JAK2V617F counter-screen. inhibition, % at 5.6 µM. CellTiter-Glo ATP luminescence. AID 1486. 220,000 compounds, 1.1% hits;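 active means inhibition above a per-campaign cutoff, the mean inhibition of all tested compounds plus 3 SD, cut at about 27% in these data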;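 further: 0% = DMSO wells and 100% = JAK Inhibitor I control wells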
NPY-Y2 PAM-ag: potentiates or activates human NPY-Y2 receptor; AID 1359; cells expressing NPY-Y2, potentiator/agonist read-out; activation, % at 3.6 µM; 220,000 compounds, 0.45% hits; in the data active means activation above about 27%;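 further: cells stimulated with NPY near EC25 plus isoproterenol at EC100; 0% = vehicle plus submaximal agonist and 100% = vehicle plus saturating agonist; some results beyond the cut were filed as inactive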
S1P4 antagonist: antagonists of human S1P4 receptor; S1P4-expressing cells, antagonist mode, reporter read-out; O95977; inhibition, % at 4.98 µM; 220,000 compounds, 0.26% hits; in the data active means inhibition above about 29%;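 further: 0% = wells stimulated with agonist and 100% = vehicle wells without agonist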
Target sequence (O95977 whole entry, looked up): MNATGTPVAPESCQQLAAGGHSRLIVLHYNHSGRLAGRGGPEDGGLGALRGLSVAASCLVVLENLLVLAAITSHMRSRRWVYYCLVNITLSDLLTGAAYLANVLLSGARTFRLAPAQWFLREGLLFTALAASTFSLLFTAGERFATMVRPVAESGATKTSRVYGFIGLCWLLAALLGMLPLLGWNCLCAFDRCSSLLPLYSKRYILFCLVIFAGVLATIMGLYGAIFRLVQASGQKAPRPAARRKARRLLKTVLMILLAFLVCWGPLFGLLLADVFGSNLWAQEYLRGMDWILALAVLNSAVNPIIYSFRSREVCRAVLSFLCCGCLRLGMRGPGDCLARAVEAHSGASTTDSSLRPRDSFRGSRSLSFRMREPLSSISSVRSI
RBBP9 inh: inhibitors of human serine hydrolase RBBP9. inhibition, % at 7.94 µM. AID 1515. recombinant RBBP9, FP-Rh probe fluorescence polarization. O75884. 220,000 compounds, 0.2% hits;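 active means inhibition above the campaign mean of all tested compounds plus 3 SD, cut at about 14% in these data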;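 further: plate controls were DMSO wells with RBBP9 for no effect and wells lacking RBBP9 protein for full effect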
Target sequence (O75884 whole entry, looked up): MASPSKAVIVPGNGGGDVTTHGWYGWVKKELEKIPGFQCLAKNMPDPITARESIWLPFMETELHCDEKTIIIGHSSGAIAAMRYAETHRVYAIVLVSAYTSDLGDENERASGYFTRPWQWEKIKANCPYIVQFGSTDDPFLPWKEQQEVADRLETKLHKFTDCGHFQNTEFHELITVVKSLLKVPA
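Test system – recombinant human RBBP9 · Input – RBBP9 2.5 µM in dispensing solution, pre-mixing · Medium – Tris buffer pH 8.0, NaCl, Pluronic · Schedule – preincubation 30 min plus labeling 45 min at 25 °C · Measured by – fluorescence polarization · Measure – % inhibition · Controls – DMSO and no-protein wells · Replicates – one well per compound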
Ba/F3 V617F tox: loss of viability in JAK2V617F-driven Ba/F3 cells; inhibition, % at 5.6 µM; 220,000 compounds, 1.1% hits; AID 1446; Ba/F3 EpoR-JAK2V617F viability, ATP luminescence;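 active means inhibition above the campaign mean plus 3 SD over all tested compounds, cut at about 24% in these data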;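 further: cytokine-independent growth of Ba/F3 cells driven by EpoR plus mutant JAK2; 0% = DMSO-treated cells and 100% = JAK inhibitor I control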
NPY-Y1 antag: antagonists of human neuropeptide Y receptor Y1. AID 1040. inhibition, % at 3.6 µM. 200,000 compounds, 1% hits. HEK293-CNG Y1 cells, membrane potential fluorescence; NPY at EC95, then isoproterenol;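 active means inhibition above the campaign mean inhibition of all tested compounds plus 3 SD, cut at about 20% in these data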;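 further: 0% = DMSO wells given NPY plus isoproterenol and 100% = isoproterenol alone without NPY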
Target sequence (P25929 whole entry, looked up): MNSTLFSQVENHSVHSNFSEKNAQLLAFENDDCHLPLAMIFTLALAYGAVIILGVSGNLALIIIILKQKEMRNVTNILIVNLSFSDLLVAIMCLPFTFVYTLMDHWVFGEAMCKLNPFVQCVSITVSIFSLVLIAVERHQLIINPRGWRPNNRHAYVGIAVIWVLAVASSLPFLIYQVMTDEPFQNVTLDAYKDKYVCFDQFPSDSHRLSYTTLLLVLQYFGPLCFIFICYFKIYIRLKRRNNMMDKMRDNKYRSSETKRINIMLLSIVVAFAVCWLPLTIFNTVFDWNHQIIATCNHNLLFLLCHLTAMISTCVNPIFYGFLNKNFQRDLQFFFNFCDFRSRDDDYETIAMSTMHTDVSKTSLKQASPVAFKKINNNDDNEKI
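Assay system: HEK293 Y1/CNG channel cell line; Doses: single compound dose of 3.6 µM, 0.4% DMSO; Timing: dye 3 h, compound 60 min room temperature, stimulation 45 min; Technique: Membrane-potential fluorescent dye readout; Measure: % inhibition of NPY effect.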
Runt-CBFb FRET: Runt domain-CBFb interaction inhibition; AID 1496; 220,000 compounds, 0.46% hits; inhibition, % at 20 µM; Cerulean-Runt/Venus-CBFb FRET ratio 530/480, 1 h; Q01196+Q13951;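 active means inhibition over about 50% at 20 µM in the single-dose screen, limit read from the data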;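 further: 0% = DMSO wells and 100% = excess unlabeled CBFb competitor control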
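Assay system: Cerulean-tagged RUNX1 Runt domain (FRET donor) fusion protein / Amount: 100 nM each of Venus-CBFb and Cerulean-Runt domain / Medium: Tris buffer pH 7.5 with salts and BSA / Also added: Venus-CBFb 100 nM / Schedule: 1 h complex formation plus 1 h compound treatment, room temperature / Signal: FRET fluorescence / Read-out: loss of energy transfer signal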
NPY-Y1 PAM-ag: potentiates or activates human NPY-Y1 receptor; P25929; NPY-Y1 expressing cells, potentiator/agonist activation; activation, % at 3.6 µM; 220,000 compounds, 0.37% hits; AID 1304; in the data active means activation above about 33%, passing the limit was not always enough;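 further: cells stimulated with NPY at EC10 then isoproterenol at EC100; 0% = low agonist plus stimulus and 100% = saturating agonist plus stimulus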
S1P4 ag: activates the human S1P4 receptor | O95977 | S1P4-expressing cell line, agonist reporter assay | activation, % at 4.98 µM | 220,000 compounds, 0.35% hits | AID 1509; in the data active means activation above about 11%;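 further: 0% = DMSO vehicle and 100% = reference agonist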
The depositor's hits bear a star.

Preview, two compounds:
Results for N#CC1=C(N)N(c2ccccc2)C(c2cccc([N+](=O)[O-])c2)C1(C#N)C#N (configuration not stated) ?
BaF3 tox: 3; NPY-Y2 PAM-ag: 2; S1P4 antagonist: -8; RBBP9 inh: -2; Ba/F3 V617F tox: -1; NPY-Y1 antag: -3; Runt-CBFb FRET: 0; NPY-Y1 PAM-ag: 9; S1P4 ag: -0.5

How did COc1ccc(CCNC(=O)c2ccco2)cc1 do in these assays?
BaF3 tox: -3; NPY-Y2 PAM-ag: 21; S1P4 antagonist: -3; RBBP9 inh: 0; Ba/F3 V617F tox: -4; NPY-Y1 antag: 4; Runt-CBFb FRET: -1; NPY-Y1 PAM-ag: -1; S1P4 ag: 2.2

Main list, from the start:
Results for N#CC1=C(N)N(c2ccccc2)C(c2cccc([N+](=O)[O-])c2)C1(C#N)C#N (configuration not stated) ?
BaF3 tox: 3; NPY-Y2 PAM-ag: 2; S1P4 antagonist: -8; RBBP9 inh: -2; Ba/F3 V617F tox: -1; NPY-Y1 antag: -3; Runt-CBFb FRET: 0; NPY-Y1 PAM-ag: 9; S1P4 ag: -0.5

How did COc1ccc(CCNC(=O)c2ccco2)cc1 do in these assays?
BaF3 tox: -3; NPY-Y2 PAM-ag: 21; S1P4 antagonist: -3; RBBP9 inh: 0; Ba/F3 V617F tox: -4; NPY-Y1 antag: 4; Runt-CBFb FRET: -1; NPY-Y1 PAM-ag: -1; S1P4 ag: 2.2

What do the screens show for `CC(=O)c1ccc(NC(=O)COC(=O)CCc2ccc(S(=O)(=O)N3CCOCC3)cc2)cc1`?
BaF3 tox: -3; NPY-Y2 PAM-ag: 18; S1P4 antagonist: -18; RBBP9 inh: -2; Ba/F3 V617F tox: -2; Runt-CBFb FRET: -1; NPY-Y1 PAM-ag: 15; S1P4 ag: -0.1

How did CC(=O)N/C(=C/c1ccccc1)C(=O)N1CCCCC1 do in these assays?
BaF3 tox: 3; NPY-Y2 PAM-ag: -3; S1P4 antagonist: -13; RBBP9 inh: -8; Ba/F3 V617F tox: -1; NPY-Y1 antag: 2; Runt-CBFb FRET: 0; NPY-Y1 PAM-ag: 1; S1P4 ag: 0.8

How did Cc1ccc(C)n1-c1ccc(C(=O)/C=C/N(C)C)cc1 do in these assays?
BaF3 tox: 8; NPY-Y2 PAM-ag: 13; S1P4 antagonist: -7; RBBP9 inh: 0; Ba/F3 V617F tox: -1; NPY-Y1 antag: 2; Runt-CBFb FRET: -6; NPY-Y1 PAM-ag: 14; S1P4 ag: 1.0

Results for O=C1C=C(Nc2ccccc2)C(=O)c2ccccc21 ?
BaF3 tox: 4; NPY-Y2 PAM-ag: 0; S1P4 antagonist: 5; RBBP9 inh: 3; Ba/F3 V617F tox: 3; NPY-Y1 antag: 0; Runt-CBFb FRET: -1; NPY-Y1 PAM-ag: 5; S1P4 ag: 0.3

Results for O=C(CSc1nc2c(sc3ccccc32)c(=O)n1CCc1ccccc1)NCc1ccco1 ?
BaF3 tox: 6; NPY-Y2 PAM-ag: 2; S1P4 antagonist: -7; RBBP9 inh: -2; Ba/F3 V617F tox: 4; NPY-Y1 antag: 5; Runt-CBFb FRET: 0; NPY-Y1 PAM-ag: 2; S1P4 ag: 0.1

How did COCCN1CN(S(=O)(=O)c2ccc(Cl)cc2)c2nc3ccccc3nc21 do in these assays?
BaF3 tox: 5; NPY-Y2 PAM-ag: 6; S1P4 antagonist: 13; RBBP9 inh: -3; Ba/F3 V617F tox: 4; NPY-Y1 antag: 5; Runt-CBFb FRET: 0; NPY-Y1 PAM-ag: 13; S1P4 ag: -3.1

How did Cc1ccc(C(O)c2cccnc2)o1 (configuration not stated) do in these assays?
BaF3 tox: 2; NPY-Y2 PAM-ag: 8; S1P4 antagonist: 3; RBBP9 inh: 3; Ba/F3 V617F tox: 2; NPY-Y1 antag: 4; Runt-CBFb FRET: 1; NPY-Y1 PAM-ag: -28; S1P4 ag: 0.4

Results for C=CCNC(=O)C12CC3CC(C1)CC(C(=O)NCC=C)(C3)C2 ?
BaF3 tox: 1; NPY-Y2 PAM-ag: -1; S1P4 antagonist: -15; RBBP9 inh: -5; Ba/F3 V617F tox: -2; NPY-Y1 antag: 4; Runt-CBFb FRET: 0; NPY-Y1 PAM-ag: -4; S1P4 ag: -1.5

What do the screens show for `COc1ccc(OC)c(S(=O)(=O)Nc2cccnc2)c1`?
BaF3 tox: 2; NPY-Y2 PAM-ag: 11; S1P4 antagonist: 10; RBBP9 inh: -8; Ba/F3 V617F tox: 0; NPY-Y1 antag: 0; Runt-CBFb FRET: 2; NPY-Y1 PAM-ag: 15; S1P4 ag: -1.1

Results for O=C(O)c1ccc(-c2nc(-c3ccc(Cl)cc3)cs2)cc1 ?
BaF3 tox: 5; NPY-Y2 PAM-ag: -1; S1P4 antagonist: -18; RBBP9 inh: -4; Ba/F3 V617F tox: 1; NPY-Y1 antag: 1; Runt-CBFb FRET: -2; NPY-Y1 PAM-ag: 16; S1P4 ag: 2.5

Results for COC(=O)C(NC(=O)c1ccco1)(Nc1nc(C)cs1)C(F)(F)F (configuration not stated) ?
BaF3 tox: 5; NPY-Y2 PAM-ag: -5; S1P4 antagonist: -25; RBBP9 inh: -7; Ba/F3 V617F tox: 0; NPY-Y1 antag: -8; Runt-CBFb FRET: -1; NPY-Y1 PAM-ag: 10; S1P4 ag: 0.7

How did COc1ccc(/C=N/NC(=O)C[n+]2ccccc2)c(OC)c1OC do in these assays?
BaF3 tox: 4; NPY-Y2 PAM-ag: -4; S1P4 antagonist: -7; RBBP9 inh: -2; Ba/F3 V617F tox: -2; NPY-Y1 antag: 3; Runt-CBFb FRET: 0; NPY-Y1 PAM-ag: 6; S1P4 ag: 0.6

Results for Cc1ccc(NC(=O)CN(C)C(=O)c2nn(C)c(=O)c3ccccc23)cc1 ?
BaF3 tox: 4; NPY-Y2 PAM-ag: 5; S1P4 antagonist: 3; RBBP9 inh: -2; Ba/F3 V617F tox: -2; Runt-CBFb FRET: 2; NPY-Y1 PAM-ag: 0; S1P4 ag: 0.3

What do the screens show for `COc1ccc(N2CCN(C3CC(=O)N(Cc4ccc(N5CCCC5=O)cc4)C3=O)CC2)cc1` (configuration not stated)?
BaF3 tox: 7; NPY-Y2 PAM-ag: -1; S1P4 antagonist: -16; RBBP9 inh: -8; Ba/F3 V617F tox: 1; NPY-Y1 antag: 3; Runt-CBFb FRET: 2; NPY-Y1 PAM-ag: 15; S1P4 ag: 1.5

How did CCOc1ccc(CNc2ccc3c(c2)nc(C)n3C)cc1 do in these assays?
BaF3 tox: 0; NPY-Y2 PAM-ag: 6; S1P4 antagonist: 3; RBBP9 inh: -1; Ba/F3 V617F tox: -1; NPY-Y1 antag: 10; Runt-CBFb FRET: 4; NPY-Y1 PAM-ag: 0; S1P4 ag: 0.2

What do the screens show for `CCOc1ccc(C(=O)NC(=S)Nc2ccc(N3CCOCC3)c(Cl)c2)cc1[N+](=O)[O-]`?
BaF3 tox: 5; NPY-Y2 PAM-ag: 9; S1P4 antagonist: -6; RBBP9 inh: 10; Ba/F3 V617F tox: -1; NPY-Y1 antag: 4; Runt-CBFb FRET: 5; NPY-Y1 PAM-ag: -15; S1P4 ag: -3.9

Results for CCNC(=S)N1CCN(CCNC2=CC(=O)CC(C)(C)C2)CC1 ?
BaF3 tox: 15; NPY-Y2 PAM-ag: -11; S1P4 antagonist: -3; RBBP9 inh: -2; Ba/F3 V617F tox: -1; NPY-Y1 antag: 5; Runt-CBFb FRET: -2; NPY-Y1 PAM-ag: 7; S1P4 ag: 0.4

Results for COC(=O)Nc1ccc(S(=O)(=O)Nc2ccc(C)cc2)cc1 ?
BaF3 tox: 6; NPY-Y2 PAM-ag: 14; S1P4 antagonist: 3; RBBP9 inh: -3; Ba/F3 V617F tox: 0; NPY-Y1 antag: 0; Runt-CBFb FRET: 2; NPY-Y1 PAM-ag: 21; S1P4 ag: -2.8

Results for O=C1NC(c2ccc(Cl)cc2)=COc2ccccc21 ?
BaF3 tox: 1; NPY-Y2 PAM-ag: 5; S1P4 antagonist: 10; RBBP9 inh: -16; Ba/F3 V617F tox: -1; NPY-Y1 antag: 4; Runt-CBFb FRET: 1; NPY-Y1 PAM-ag: -19; S1P4 ag: -0.7

How did Cc1cccc(CN2CCN(CCCc3ccccc3)CC2)c1 do in these assays?
BaF3 tox: 4; NPY-Y2 PAM-ag: -17; S1P4 antagonist: -8; RBBP9 inh: -7; Ba/F3 V617F tox: 1; NPY-Y1 antag: 8; Runt-CBFb FRET: 0; NPY-Y1 PAM-ag: -17; S1P4 ag: 1.7

How did CC(C)CCNC(=O)C1CCN(c2nnc(-n3cccc3)s2)CC1 do in these assays?
BaF3 tox: 5; NPY-Y2 PAM-ag: 6; S1P4 antagonist: 6; RBBP9 inh: -2; Ba/F3 V617F tox: 0; NPY-Y1 antag: 2; Runt-CBFb FRET: -1; NPY-Y1 PAM-ag: -14; S1P4 ag: -0.6

How did O=C(CSC1=NCCS1)N1CCc2ccccc21 do in these assays?
BaF3 tox: 9; NPY-Y2 PAM-ag: -11; S1P4 antagonist: 8; RBBP9 inh: -7; Ba/F3 V617F tox: 3; NPY-Y1 antag: -2; Runt-CBFb FRET: -2; NPY-Y1 PAM-ag: 0; S1P4 ag: -2.4

Results for CC(C)CCNC(=O)c1cccc(S(=O)(=O)N2CCc3ccccc32)c1 ?
BaF3 tox: 2; NPY-Y2 PAM-ag: -9; S1P4 antagonist: 2; RBBP9 inh: -2; Ba/F3 V617F tox: -4; NPY-Y1 antag: 4; Runt-CBFb FRET: 0; NPY-Y1 PAM-ag: -3; S1P4 ag: 1.1

What do the screens show for `O=C(CCc1c[nH]c2ccccc12)N=Nc1c(O)[nH]c2ccccc12`?
BaF3 tox: 9; NPY-Y2 PAM-ag: -8; S1P4 antagonist: -17; RBBP9 inh: -1; Ba/F3 V617F tox: 5; NPY-Y1 antag: 4; Runt-CBFb FRET: -1; NPY-Y1 PAM-ag: -8; S1P4 ag: -0.7

Results for O=C1CC(NCc2ccncc2)C(=O)N1c1ccccc1 (configuration not stated) ?
BaF3 tox: 2; NPY-Y2 PAM-ag: -1; S1P4 antagonist: -2; RBBP9 inh: -8; Ba/F3 V617F tox: 0; NPY-Y1 antag: -5; Runt-CBFb FRET: -2; NPY-Y1 PAM-ag: -9; S1P4 ag: 1.2

What do the screens show for `CN(CC(=O)NCCc1ccc(F)cc1)Cc1cccc(Cl)c1`?
BaF3 tox: 8; NPY-Y2 PAM-ag: -16; S1P4 antagonist: -6; RBBP9 inh: -5; Ba/F3 V617F tox: 4; NPY-Y1 antag: 5; Runt-CBFb FRET: -3; NPY-Y1 PAM-ag: -16; S1P4 ag: 0.5

What do the screens show for `Cc1ccc(S(=O)(=O)NC(C)(C)CSc2nncn2C)cc1`?
BaF3 tox: 1; NPY-Y2 PAM-ag: -11; S1P4 antagonist: -13; RBBP9 inh: -7; Ba/F3 V617F tox: -5; NPY-Y1 antag: 3; Runt-CBFb FRET: 2; NPY-Y1 PAM-ag: -19; S1P4 ag: 3.0

Screens from PubChem.
